Assay outcomes from PubChem.
SKN-1 inh: suppressors of acrylamide-induced Pgst-4::GFP reporter in worms, primary screen, SKN-1 inhibitor project, whole organism, uHTS, GFP/RFP fluorescence ratio, strain VP596. 360,000 compounds, 0.49% hits. AID 624304, 2012. C. elegans VP596 Pgst-4::GFP/RFP ratio, 24 h. inhibition, % at 21.8 µM;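 active = interference check ratio from 0.5 to 1.5 plus GFP to RFP signal ratio inhibition reaching or exceeding a fixed threshold, cut at about 30% in these data, passing the limit was not always enough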; also: some compounds called inactive have numbers as strong as hits
MT1-MMP act inh: blockers of MT1-MMP proenzyme processing, primary screen, HT1080 RFP-PRO-GFP cells, GFP/RFP fluorescence. Matrix metalloproteinase-14 (Homo sapiens), P50281. GFP/RFP ratio fluorescence, overnight; percent of plate control window, DMSO zero. GFP/RFP ratio change, % at 20 µM. 360,000 compounds, 0.061% hits. AID 651647, 2012;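 active = GFP/RFP ratio change of at least 30% with cell ATP level not reduced by more than half and red fluorescence within 50% of control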; also: strong numbers were not always called active
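Assay system: RFP-PRO-GFP reporter HT1080 cells; read-out basis: GFP/RFP fluorescence ratio; benchmarks: DMSO wells and RFP-L50D-GFP cells; doses: 20 µM single dose, 1% DMSO; schedule: overnight cell settling, then overnight compound exposure, 37 °C, 5% CO2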
PABP1 MLLE inh: inhibitors of PABP1 MLLE–PAM2 peptide binding, primary screen, biochemical, fluorescence polarization, FITC-PAM2, GST-MLLE; Polyadenylate-binding protein 1 (Homo sapiens), P11940; inhibition, % at 20 µM; 360,000 compounds, 0.36% hits; in the data active = inhibition above about 35%, passing the limit was not always enough;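 also: plate controls were DMSO wells with GST-MLLE for no effect and wells lacking GST-MLLE protein for full effect; some results filed as inactive read as strong as hits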
CSN deneddyl inh: inhibitors of CSN-mediated cullin deneddylation, primary screen, biochemical, fluorescence polarization, uHTS; AID 651999, 2013; Purified CSN, SCF-Nedd8-OG deneddylation; inhibition, % at 12.5 µM; 360,000 compounds, 0.38% hits;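 active = pattern-corrected inhibition above about 35%, with an unprinted fluorescence ratio check between 0.5 and 1.5, limit read from the data, passing the limit was not always enough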;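 also: 0% = enzyme with substrate and 100% = substrate without enzyme; some results filed as inactive read as strong as hits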
Target sequence (Q92905 whole entry, looked up, one chain of several): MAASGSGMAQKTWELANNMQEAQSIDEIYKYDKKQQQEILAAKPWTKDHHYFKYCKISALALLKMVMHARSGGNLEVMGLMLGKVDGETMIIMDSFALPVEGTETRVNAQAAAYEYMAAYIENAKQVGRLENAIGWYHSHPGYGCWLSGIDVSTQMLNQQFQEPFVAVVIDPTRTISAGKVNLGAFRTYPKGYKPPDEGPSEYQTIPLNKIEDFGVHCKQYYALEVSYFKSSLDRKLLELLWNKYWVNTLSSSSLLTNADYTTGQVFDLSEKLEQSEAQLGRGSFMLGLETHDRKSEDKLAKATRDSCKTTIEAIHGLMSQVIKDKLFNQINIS
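Detection – fluorescence polarization · System – HEK293T-derived human Csn5 enzyme · Controls – substrate-only high control, full reaction low control · Timing – 90 min, room temperature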
FAS-TE inh: FAS thioesterase domain inhibitors, primary screen, biochemical, fluorescence intensity, uHTS. Fatty acid synthase (Homo sapiens), P49327. recombinant FAS-TE, OMFH fluorogenic substrate, fluorescence endpoint. inhibition, % at 15 µM. 360,000 compounds, 0.67% hits. AID 602261, 2012;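 active = compounds whose normalised, plate-corrected inhibition of enzyme fluorescence in the single-dose primary screen is 50% or more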;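 also: 0% = DMSO with enzyme and 100% = substrate without enzyme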
Neddyl block: inhibitors of cullin neddylation, primary screen, biochemical, TR-FRET, uHTS, NAE and Ubc12 | NEDD8-conjugating enzyme Ubc12 (Homo sapiens) + NEDD8-activating enzyme E1 regulatory … | calls only at 25 µM | 360,000 compounds, 0.58% hits | AID 651699, 2012; in the data active = inhibition above about 36%
Rin1 Abl inh: inhibitors of Rin1-Abl protein binding, primary screen, biochemical, TR-FRET. inhibition, % at 7.35 µM. 360,000 compounds, 0.4% hits. Tyrosine-protein kinase ABL1 (Homo sapiens) + Ras and Rab interactor 1 (Homo sapiens), …; in the data active = inhibition above about 5%, passing the limit was not always enough
NadD inh: inhibitors of S. aureus NadD, primary screen, biochemical, colorimetric, uHTS; 360,000 compounds, 0.78% hits; Nicotinate-nucleotide adenylyltransferase NadD (Staphylococcus aureus N315); inhibition, % at 20 µM; purified NadD enzyme, colorimetric absorbance read-out; in the data active = inhibition above about 26%; also: some compounds past the cut are filed as inactive
Rpn11 block: Rpn11 (PSMD14) deubiquitinase inhibitors, primary screen, biochemical, fluorescence polarization, uHTS; 26S proteasome non-ATPase regulatory subunit 14 (Homo sapiens), O00487; human 26S proteasome, Ub4-pepOG fluorescence polarization; 20S core pre-blocked with epoxomicin; calls only at 20 µM; 360,000 compounds, 0.59% hits; AID 588493, 2011;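 active = inhibition at 20 µM, scaled to each plate's controls, above about 33%, limit read from the data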
Target sequence (O00487 whole entry, looked up): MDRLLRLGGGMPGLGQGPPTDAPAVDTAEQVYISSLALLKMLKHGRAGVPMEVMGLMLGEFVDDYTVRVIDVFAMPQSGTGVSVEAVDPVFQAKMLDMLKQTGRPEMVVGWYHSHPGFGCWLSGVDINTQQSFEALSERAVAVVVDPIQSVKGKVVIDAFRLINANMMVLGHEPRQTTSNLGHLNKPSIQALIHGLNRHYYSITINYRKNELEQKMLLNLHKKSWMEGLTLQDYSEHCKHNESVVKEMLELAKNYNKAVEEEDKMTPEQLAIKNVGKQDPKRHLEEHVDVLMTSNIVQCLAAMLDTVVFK
* hit, by the source's call; i = inactive; . = no result given.

SMILES | SKN-1 inh | MT1-MMP act inh | PABP1 MLLE inh | CSN deneddyl inh | FAS-TE inh | Neddyl block | Rin1 Abl inh | NadD inh | Rpn11 block
Cc1cnc(C(=O)OCC(=O)Nc2sc3c(c2C(N)=O)CCCC3)cn1 | 6 | 0 | 9 | -2 | -8 | i | 2 | -2 | i
COCCC(=O)N1CCC(Oc2ccc(C(=O)NCc3ccon3)cc2)CC1 | -2 | 3 | 11 | -4 | -2 | i | 0 | 3 | i
O=C(C(=O)N1CCN(CCN2CCOCC2)CC1)c1ccccc1 | 0 | 4 | . | -6 | . | i | . | . | .
CC(C)CC(=O)N/C(N)=N/c1nc2ccccc2s1 | 1 | 3 | 15 | -1 | 8 | i | 3 | -7 | i
O=c1cc(CO)[nH]nc1CO | -4 | 3 | 3 | 0 | -7 | i | 0 | 0 | i
CC1(C)C(=O)C2(CCCCC2)C(=O)OC1c1cccc([N+](=O)[O-])c1 (centres undefined) | 12 | -1 | 4 | 1 | 16 | i | -4 | -9 | i
CC1CCCC(NC(=O)C2N(CCCN3CCCC3)C(=O)C3C(C(=O)Nc4ccc(Cl)cc4)C4C=CC32O4)C1C (centres undefined) | -3 | 0 | -6 | 1 | 0 | i | 0 | -2 | i
O=C(O)CCCC(=O)NS(=O)(=O)c1ccc(Cl)cc1 | 22 | 6 | 6 | -6 | -2 | i | -3 | -3 | i
N#CC(c1ccc(Cl)cc1)c1ncc(C(F)(F)F)cc1Cl (centres undefined) | 0 | 5 | 2 | 0 | 21 | i | 3 | 0 | i
COc1ccc(CCNC(=O)COC(=O)c2ccc(S(=O)(=O)N3CCCC3)cc2)cc1OC | -8 | -3 | -13 | -4 | -1 | i | 4 | 2 | i
Cc1ccc(C)c(NC(=O)c2ccccn2)c1 | -17 | 2 | 2 | 8 | -5 | i | -3 | -7 | i
CCS(=O)(=O)Nc1c(C)n(C)n(-c2ccccc2)c1=O | 7 | 2 | -1 | 2 | -7 | i | -1 | -1 | i
CCc1nc2oc3ccc(C)cc3c(=O)c2cc1C(=O)OC | 19 | -1 | 16 | -1 | 2 | i | 0 | -10 | i
O=C1CC(c2ccccc2)CC(O)=C1C=NCC1CCCO1 (centres undefined) | 2 | 3 | 10 | 0 | -6 | i | -1 | 4 | i
O=C(C[C@@H]1C/C=C/CC[C@H](Cc2ccc(F)cc2)C(=O)OCCNC1=O)N[C@H](CO)Cc1ccccc1 | 1 | 0 | 8 | 1 | -8 | i | 1 | -6 | i
COc1ccc2oc(C(=O)OCC(=O)N(CCC#N)c3ccccc3)c(C)c2c1 | 0 | 3 | -4 | 1 | 10 | . | 3 | -4 | i
Cc1cccc(NC(=O)c2sc(Cl)nc2C)c1C | 15 | 3 | 11 | -1 | -2 | i | -2 | -15 | i
CCC(=O)N1CCc2cc(S(=O)(=O)CCC(=O)N3CCN(c4ccc(F)cc4)CC3)ccc21 | 3 | 2 | 6 | 1 | -2 | i | 2 | -4 | i
C=C1CCC(C)C(C)(CCC2=CCOC2=O)C/C=C\C=C/1C(=O)O (centres undefined) | 10 | 0 | 3 | 7 | -7 | i | 0 | 6 | i
CCc1ccc(N(CC(=O)Nc2ccc(OC)cc2OC)S(C)(=O)=O)cc1 | 11 | 3 | 3 | -2 | 2 | i | -1 | -6 | i
CC1CCCN(CC(=O)N2c3ccccc3Sc3ccccc32)C1 (centres undefined) | -5 | 2 | 0 | -1 | 0 | i | 2 | -5 | i
CC(C)Nc1nnc(SCC(=O)Nc2ccc3c(c2)C(=O)c2ccccc2C3=O)s1 | 4 | -10 | 7 | 1 | 6 | i | -7 | 17 | i
COc1cccc(-n2cc(C(=O)NCCCOC(C)C)c3ccccc3c2=O)c1 | -2 | -1 | -5 | 3 | -5 | i | 2 | -4 | i
Nn1c(SCc2c(F)cccc2F)nnc1-c1ccccn1 | 11 | 2 | 2 | 96 | -6 | i | 0 | -7 | i
O=C(CC(=O)N/N=C\c1c(Cl)cccc1Cl)NCc1ccccc1 | -19 | 2 | -2 | 0 | -4 | i | 4 | 0 | i

An excerpt of these results, tab-delimited:
canonical_smiles	SKN-1 inh	MT1-MMP act inh	PABP1 MLLE inh	CSN deneddyl inh	FAS-TE inh	Neddyl block	Rin1 Abl inh	NadD inh	Rpn11 block
CCc1nc2oc3ccc(C)cc3c(=O)c2cc1C(=O)OC	19	-1	16	-1	2	i	0	-10	i
O=C1CC(c2ccccc2)CC(O)=C1C=NCC1CCCO1 (centres undefined)	2	3	10	0	-6	i	-1	4	i
O=C(C[C@@H]1C/C=C/CC[C@H](Cc2ccc(F)cc2)C(=O)OCCNC1=O)N[C@H](CO)Cc1ccccc1	1	0	8	1	-8	i	1	-6	i

Next part
SMILES | SKN-1 inh | MT1-MMP act inh | PABP1 MLLE inh | CSN deneddyl inh | FAS-TE inh | Neddyl block | Rin1 Abl inh | NadD inh | Rpn11 block
O=C(CC12CC3CC(CC(C3)C1)C2)Nc1cccc2ncccc12 | 22 | 3 | 5 | 2 | 0 | i | -2 | 0 | i
N/C(Cc1ccc([N+](=O)[O-])cc1)=N\OC(=O)c1ccc([N+](=O)[O-])cc1 | 11 | 1 | 3 | -1 | 10 | i | 3 | -3 | i
COc1cc(NC(=O)c2cccnc2)c(OC)cc1NC(=O)c1ccc(Br)cc1 | 2 | 1 | 2 | 0 | -2 | . | -1 | 2 | i
CCCCNC(=O)O[C@H]1C[C@@H]2CCN3C(=O)CCC(C)(C)[C@H](C1)[C@H]23 | -7 | -2 | -10 | -2 | -8 | i | -1 | -1 | i
Cc1cccc(NC(=O)CSc2nc3ccccc3nc2N2CCCC2)c1C | 11 | 2 | 5 | 1 | -3 | i | 1 | 5 | i
O=P(c1ccccc1)(c1ccccc1)C(O)c1ccncc1 (centres undefined) | 7 | 3 | 14 | -3 | -6 | i | 4 | -1 | i
Cn1c(SCC(=O)Nc2ccccc2F)nnc1-c1cccs1 | 14 | 2 | 0 | 3 | -3 | i | 0 | 2 | i
COc1ccccc1C(CNC(=O)C(C)Oc1ccc(Br)cc1)N1CCCC1 (centres undefined) | -1 | -1 | 3 | 0 | -5 | i | -1 | -5 | i
COc1cc2c(C(=O)OCCN(C)C)c(CSc3ccccc3)n(C)c2cc1Br | 11 | -1 | 4 | 2 | 23 | i | 0 | -17 | i
COc1ccccc1/C=C/C=N/n1c(COc2ccccc2)n[nH]c1=S | 8 | 0 | -39 | 4 | 8 | i | 3 | 8 | i
Cc1ccccc1C1C(=O)c2ccccc2C1=O | 4 | 1 | 6 | -1 | -4 | i | 2 | 1 | i
CN(C)C(=S)NC(C)(C)C | 8 | 3 | -8 | 4 | -4 | i | 0 | 2 | i
O=C(CCCSc1nc2ccccc2[nH]1)NCc1ccccc1Cl | 5 | -3 | -42 | 0 | -3 | i | -2 | -6 | i
Nc1c(-c2n[nH]c(=S)n2-c2ccc(Cl)cc2Cl)cnn1-c1ccccc1 | 7 | 1 | -74 | 5 | -7 | i | 2 | 2 | i
COC(=O)c1c(C(=O)OC)c2n(c1C)Cc1ccccc1C2 | 7 | -1 | 8 | -3 | -5 | i | 1 | 1 | i
CC(C)CCNC(=O)CCn1nc(-c2ccccc2)ccc1=O | 0 | 3 | 0 | -8 | -7 | i | 1 | -4 | i
COCCCNC(=O)C[C@@H]1C[C@@]2(C(=O)OC)CCCCC=C2N(Cc2ccco2)C1=O | 1 | 0 | . | 0 | -10 | i | . | -5 | .
Nc1cc(N)nc(SCC(=O)Nc2cc(S(=O)(=O)N3CCOCC3)ccc2Cl)n1 | -13 | 1 | -2 | 4 | -7 | i | 6 | -3 | i
O=C(N/N=C/c1ccccc1[N+](=O)[O-])c1ccc2nc[nH]c2c1 | 10 | 1 | -20 | -3 | -4 | i | -4 | -3 | i
Cn1nc(-c2ccc(N3CCN(CCO)CC3)c([N+](=O)[O-])c2)c2ccccc2c1=O | -7 | -4 | -11 | 1 | 2 | i | -1 | -6 | i
Fc1ccc(CCNC(=S)Nc2ccc(F)cc2)cc1 | 6 | 3 | 7 | 2 | -6 | i | -1 | 3 | i
CN(C(=O)COC(=O)c1cc(F)c(F)cc1Cl)c1ccccc1 | 5 | -5 | 10 | 7 | 5 | i | 2 | -8 | i
CCN(CC)S(=O)(=O)c1ccc(NC(=O)Cn2c(=O)sc3ccccc32)cc1 | 21 | 5 | 12 | 2 | 11 | i | 0 | -6 | i
C#CCn1cc[n+](CC(=O)N(C)C)c1 | 3 | 0 | 8 | -1 | -3 | i | 0 | 0 | i
COc1cc2ccccc2cc1C(=O)Nc1nc(C)c(C(C)=O)s1 | 7 | 1 | -2 | 5 | 0 | i | -4 | -6 | i
SMILES | SKN-1 inh | MT1-MMP act inh | PABP1 MLLE inh | CSN deneddyl inh | FAS-TE inh | Neddyl block | Rin1 Abl inh | NadD inh | Rpn11 block
CCOC(=O)N1CCN(S(=O)(=O)c2ccc(C(=O)Nc3sc4c(c3C(N)=O)CCN(CC)C4)cc2)CC1 | 9 | -3 | -25 | 2 | 0 | i | -1 | -4 | i
CNc1ccc(/C=C(\CCC(=O)O)c2nc3ccccc3s2)cc1[N+](=O)[O-] | 9 | 1 | 3 | -13 | 18 | i | -1 | 13 | i
Cc1cc(SCC(=O)c2ccccc2)n2ncc(-c3ccccc3)c2n1 | 2 | 2 | -3 | 5 | 26 | i | 1 | 2 | i
CC(C)CNC(=O)CSc1nnc(-c2ccc(Cl)cc2)n1N | 18 | 5 | -47 | -1 | -6 | i | 2 | -1 | i
CCCc1cc(=O)[nH]c(SCC(=O)N(CC(C)C)C2CCS(=O)(=O)C2)n1 (centres undefined) | 5 | 0 | 4 | 4 | -6 | i | -1 | 1 | i
CCOC(=O)C1=CC[C@@H](c2cc3cc(OC)ccc3n2C)N(S(=O)(=O)c2ccc(C)cc2)[C@H]1C(=O)OCC | 6 | -4 | -8 | -8 | 26 | i | 0 | -1 | i
COc1ccc(CN2CC34C=CC(O3)C(C(=O)O)C4C2=O)cc1 (centres undefined) | -7 | 0 | -2 | -7 | -4 | i | -2 | -5 | i
Cc1ccc(CN2C(=O)C(=O)c3cc(C)ccc32)cc1 | 11 | 5 | 5 | 5 | -1 | i | -5 | -2 | i
COc1ccc(S(=O)(=O)Nc2ccc3c(c2)C(=O)N([C@H](C)CO)C[C@H](C)[C@@H](CN(C)Cc2ccncc2)OCCCC[C@@H](C)O3)cc1 | 5 | -3 | 0 | 3 | -8 | i | -1 | -2 | i
CCCN1C(=O)CC(c2ccc(OC)c(OC)c2)C1=O (centres undefined) | 18 | 6 | 10 | -1 | -1 | i | 4 | 1 | i
Cc1ccc(-n2c(CNc3ccc(F)cc3)nnc2SCC(=O)N2CCCC2)cc1 | -6 | 3 | -20 | 5 | -5 | i | 3 | 3 | i
